# SUMO Mot1 rescue: inhibitors of SUMOylation pathway: yeast Mot1-301 growth rescue. growth rescue, % at 18.8 µM. actives 1% (n = 320,000). S. cerevisiae Mot1-301 growth rescue, ATP luminescence, 38.5C; percent above DMSO median, 100 means doubled;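 active = every valid replicate shows activation above 250% relative to neutral control wells; inactive = the rest, any valid replicate at or below 250%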;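 also: OY570 slx delta 5 strain wells were the positive control but not used for scaling; some compounds called inactive have numbers as strong as hits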
# phage Ecoli inh: E. coli growth loss with phage present; inhibition, % at 11.9 µM; growth absorbance; actives 0.26% (n = 360,000); in the data active = inhibition above about 11%
# Arr AP2 block: blocks beta-arrestin peptide binding to AP2 adaptin; FITC-arrestin peptide / GST-AP2 beads, flow cytometry; AP2 beta2 appendage carries R879A mutation; inhibition, % at 10 µM; actives 0.31% (n = 340,000);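 active = inhibition above a set limit, near 3 SD of compounds lacking own fluorescence, cut at about 54% in these data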;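 also: plate controls were DMSO wells for no effect and 5 µM unlabelled arrestin peptide for full effect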
#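 Test system: GST-tagged AP2 beta2-adaptin appendage (R879A) on 4 µm glutathione beads; also added: fluorescein-tagged arrestin peptide at 50 nM final; timing: 12 min plus 1 h, RT; signal: flow cytometry, FL1 (488/535 nm); read-out: percent drop in bead-associated FITC signal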
# OPRM1-OPRD1 ag: OPRM1-OPRD1 heterodimerization agonism. P35372+P41143. cells, luminescence. activation, % at 9.3 µM. actives 0.3% (n = 340,000); in the data active = activation above about 18%;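 also: 0% = vehicle-treated cells and 100% = reference agonist; values of inactives mirror those of a sister screen read the other way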
# Target sequence (P35372 whole entry, looked up): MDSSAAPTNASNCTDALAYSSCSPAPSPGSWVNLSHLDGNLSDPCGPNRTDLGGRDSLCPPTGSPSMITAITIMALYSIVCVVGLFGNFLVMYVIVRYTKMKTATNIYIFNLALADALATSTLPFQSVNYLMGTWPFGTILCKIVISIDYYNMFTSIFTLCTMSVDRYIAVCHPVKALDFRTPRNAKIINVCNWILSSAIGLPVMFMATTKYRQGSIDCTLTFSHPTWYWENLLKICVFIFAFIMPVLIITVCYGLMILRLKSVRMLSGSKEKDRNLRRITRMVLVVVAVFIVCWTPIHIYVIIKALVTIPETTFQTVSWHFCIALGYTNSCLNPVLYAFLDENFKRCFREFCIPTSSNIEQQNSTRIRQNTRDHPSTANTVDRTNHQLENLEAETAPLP
# Target sequence (P41143 whole entry, looked up): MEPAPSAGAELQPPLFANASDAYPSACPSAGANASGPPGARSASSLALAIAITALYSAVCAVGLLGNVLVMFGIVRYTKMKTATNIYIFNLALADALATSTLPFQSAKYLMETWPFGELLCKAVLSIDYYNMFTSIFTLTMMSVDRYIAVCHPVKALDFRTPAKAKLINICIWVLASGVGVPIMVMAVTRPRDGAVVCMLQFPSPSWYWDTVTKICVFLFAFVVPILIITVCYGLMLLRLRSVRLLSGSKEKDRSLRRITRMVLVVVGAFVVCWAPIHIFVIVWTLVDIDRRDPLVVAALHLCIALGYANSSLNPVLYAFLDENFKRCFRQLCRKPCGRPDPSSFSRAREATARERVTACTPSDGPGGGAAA
# E coli growth: counter-screen for AddAB inhibitors: E. coli growth inhibition | E. coli V3065 growth, OD600 absorbance, 18 h | inhibition, % at 11.9 µM | actives 0.27% (n = 330,000) | AID 449728;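 active = inhibition above the campaign's mean inhibition across all tested compounds plus 3 SD, cut at about 9.9% in these data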;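 also: uninfected addAB+ strain grown without phage in ampicillin broth; 0% = DMSO wells and 100% = ciprofloxacin 0.95 µg/ml wells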
# AddAB inh: less growth of phage-infected E. coli with AddAB; E. coli expressing H. pylori AddAB, absorbance growth; inhibition, % at 11.9 µM; actives 0.29% (n = 330,000); in the data active = inhibition above about 12%;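 also: 0% = vehicle wells of infected cells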
# Tat export inh: blocks Tat-dependent protein export in E. coli; actives 0.036% (n = 340,000); E. coli MC4100 TorA-mCherry Tat export, fluorescence; inhibition, % at 10 µM;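 active = mean replicate inhibition at least 50% and at least half of replicates individually reaching 50%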;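 also: exported cargo escapes ClpAP degradation while cytoplasmic cargo is degraded and loses fluorescence; 0% = median of neutral control wells and 100% = median of NaSCN control wells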
# PKA-R1A activ: activators of PKA-R1A complex; P00514+P68181; PKA-R1A dissociation, Cy5-IP20 fluorescence polarization; scaled: DMSO 0%, 113 µM cGMP 100%; activation, % at 11.4 µM; actives 0.083% (n = 340,000); AID 504707;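 active = percent activation above the mean of all tested compounds plus 3 SD, cut at about 19% in these data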;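 also: higher means more PKAc released from R1A so a rise in polarization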
# PfHsp90 set2: reduces growth (ATP signal) of yeast expressing P. falciparum Hsp90. S. cerevisiae expressing PfHsp90, BacTiter-Glo ATP, 48 h; yeast lacking PDR1 and PDR3 efflux regulators. inhibition, % at 9.4 µM. actives 0.32% (n = 310,000);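 active = every replicate shows inhibition above about 80%, whatever the replicate mean, limit read from the data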;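 also: 0% = DMSO neutral controls and 100% = 20 µM radicicol positive controls; yeast relying on Plasmodium falciparum Hsp90 in place of its own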
# DSG3 Ab inh: inhibitors of pemphigus antibody binding to human desmoglein-3. P32926. DSG3-coupled beads, scFv-anti-DSG3-GFP binding, flow cytometry; stronger effect = lower value. binding (percent of control), % at 10 µM. actives 0.48% (n = 310,000);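 active = binding more than 3 SD below its plate's average and above zero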;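 also: hits lower antibody fragment binding to DSG3; some compounds called inactive have numbers as strong as hits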
# OPRM1-OPRD1 inv: inverse agonist of human OPRM1-OPRD1 heterodimerization. P35372+P41143. cell-based MOR-DOR heterodimer luminescence, inverse agonism. inhibition, % at 9.3 µM. actives 0.21% (n = 340,000); in the data active = inhibition above about 22%, passing the limit was not always enough;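 also: 0% = cells with DMSO and 100% = wells without cells with DMSO; values of inactives mirror those of a sister screen read the other way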
# * = called active by the depositor; . = no result given.
no.	SMILES	SUMO Mot1 rescue	phage Ecoli inh	Arr AP2 block	OPRM1-OPRD1 ag	E coli growth	AddAB inh	Tat export inh	PKA-R1A activ	PfHsp90 set2	DSG3 Ab inh	OPRM1-OPRD1 inv
1	Cc1onc(-c2c(F)cccc2Cl)c1C(=O)Nc1nnc(-c2ccccc2)s1	198	-1.1	9	-0.6	-0.3	0.8	-5	2	.	103	3
2	CCc1nc2cc(C)nn2c2nc3ccccc3n12	19	0.8	1	-2.0	-1.3	-3.3	-5	-8	26	109	11
3	Cc1ccc(NC(=O)C2C3CCCC2C3c2ccccc2)cc1 (centres undefined)	-19	0.9	-3	-1.1	0.6	2.3	-7	-1	15	98	6
4	CN(C)C(=O)C(NC(=O)c1ccccc1)=C(Cl)Cl	-28	4.7	29	0.4	-0.5	6.3	-1	1	-12	101	-2
5	O=C(CCc1nc2ccccc2c(=O)[nH]1)NCc1ccccn1	0	5.1	-7	-5.8	-4.0	-1.4	1	6	12	104	27
6	COCCN=C1N[C@@H](c2ccccc2)C(C(=O)OC)=C(C)N1Cc1ccccc1	3	-0.6	-7	-1.3	-1.9	3.7	-4	-7	-3	109	8
7	O=C(Nc1nc2ccc(S(=O)(=O)N3CCCC3)cc2s1)C1CCCCC1	-3	2.0	-10	2.1	0.1	3.5	6	-1	-31	99	-11
8	COc1ccc2nc3ccccc3nc2c1N	-4	0.7	33	11	-0.7	1.7	18	-9	-16	113	-55
9	Cc1ccn(CC(=O)N2CCCC(N3CCN(c4ccc(F)cc4)CC3)C2)n1 (centres undefined)	.	1.8	16	-2.8	.	.	-3	3	6	107	14
10	CCCn1c(=S)[nH]c2ccccc2c1=O	16	5.9	38	-0.8	0.3	2.2	-1	3	30	101	4
11	CCOC(=O)N1CCN(C(=O)CN(C)S(=O)(=O)c2ccc(Cl)cc2)CC1	-17	-0.2	-5	-0.9	2.6	1.2	-8	1	-21	111	5
12	CC(C)Cn1c(S(=O)(=O)O)nc2ccccc21	8	1.8	8	-1.8	-1.3	0.7	4	-4	16	97	9
13	O=C(/C=C/c1ccco1)NC(=S)N1CCCCC1	-5	3.3	1	-0.8	1.4	3.2	-2	-2	-6	.	5
14	O=C(Nc1cccc(Cl)c1)c1ccc(F)c(S(=O)(=O)NCc2ccc3c(c2)OCO3)c1	2	0.1	-2	2.4	0.2	2.8	2	-2	12	102	-14
15	CNC(=O)c1ccc(-c2ccc(Cl)c(Cl)c2)s1	-18	4.3	24	0.9	0.9	-0.3	4	-7	3	101	-5
16	CCOC(=O)N1CCN(CCc2ccccc2)CC1	6	1.5	-27	-3.4	1.9	6.3	2	-3	-3	132	16
17	Cc1ccccc1C(=O)N1CCN(C(c2ccccc2)c2ccccc2)CC1	8	3.7	4	1.0	1.7	2.9	17	-6	-6	.	-5
18	Cc1ccc(NC(=O)c2ccco2)c(NC(=O)C2CCCO2)c1 (centres undefined)	5	2.2	4	-2.1	-0.9	2.6	-4	12	-14	103	11
19	CC1=C(C(=O)OC(C)C)C(c2ccccc2Cl)CC(=O)N1 (centres undefined)	-6	2.3	0	-0.5	-2.6	1.4	3	-4	-18	96	3
20	O=C(CSc1ccccc1)Nc1cccc(S(=O)(=O)N2CCCCC2)c1	6	3.5	-6	3.7	-1.1	-0.3	11	-6	-1	93	-15
21	Cc1noc(C)c1CSc1nnc(-c2cccnc2)n1C1CCCCC1C (centres undefined)	-5	3.4	17	-2.1	-2.0	4.4	-9	4	2	.	13
22	COc1ccc(OC)c(S(=O)(=O)N2Cc3ccccc3CC2C(=O)O)c1 (centres undefined)	218	2.2	18	-4.4	-2.0	-2.5	20	-2	-1	103	19
23	Cc1cc(NC(=O)C2CCN(S(=O)(=O)c3cnc[nH]3)CC2)ccc1Br	-4	-1.7	-4	1.6	1.8	-2.4	5	0	0	91	-9
24	O=C(CC(C(=O)O)c1ccc(Cl)cc1Cl)c1ccc(Cl)cc1 (centres undefined)	13	0.2	-2	-3.3	-0.4	1.7	6	-9	-9	103	16
25	CCCCN1CC(COCc2ccccc2)Oc2cccc(Oc3ccccc3)c2S1(=O)=O (centres undefined)	.	4.4	2	-4.2	.	.	-5	-19	10	101	20
26	COc1cc(/C=C/C(=O)OCC(=O)Nc2sc3c(c2C#N)CCC(C)C3)ccc1OCC#N (centres undefined)	17	4.7	-11	-2.8	3.7	5.2	-3	-6	-21	92	16
27	O=C(NCCC1=CCCCC1)C1CCN(S(=O)(=O)c2ccccc2C(F)(F)F)CC1	32	2.1	-1	4.9	-3.5	-2.0	13	-3	0	104	-33
28	COc1cc(/C=C2\C(=N)N3N=C(S(C)(=O)=O)SC3=NC2=O)ccc1OC(=O)c1ccco1	-2	2.5	-13	-3.5	-3.4	2.2	0	2	12	109	17
29	CCc1cc(C(=O)N2CCCC(C(=O)c3ccc(OC)c(F)c3)C2)n(C)n1 (centres undefined)	2	-0.1	44	-2.1	-2.5	3.9	-1	-5	-8	98	11
30	CCN1C(=O)C(=O)N(CC(=O)Nc2ccccc2OC(F)F)C1=O	-15	-1.2	-12	-2.9	-4.2	-1.3	-14	-9	-4	89	12
31	COC(=O)c1c(NC(=O)Cc2ccccc2)sc(C)c1C	1	2.6	-3	1.8	0.0	2.5	4	-7	5	100	-10
32	Cc1nc(SCC(=O)NCCN2C(=O)CSC2=O)nc(C)c1C	-14	-1.7	18	-3.2	0.5	0.5	-3	4	.	92	14
33	CCCCCCP(=O)(O)c1ccccc1	-2	1.7	1	-2.2	-0.5	0.2	3	-20	.	102	11
34	CCN(CC)S(=O)(=O)c1cccc(NC(=O)COC(=O)CCc2nc3ccccc3s2)c1	-4	.	2	0.5	-0.2	1.6	14	-9	.	102	-2
35	COc1ccc(C(=O)c2ccccc2)c(OCC(=O)N(C)C)c1	217	2.3	7	-2.8	-1.8	1.2	-6	-1	24	105	19
36	NC(=O)C1CCN(C(=O)C(=O)c2cn(CC(=O)N3CCCCCC3)c3ccccc23)CC1	-3	1.7	-7	-3.0	2.4	-2.0	2	5	-16	127	16
37	Cc1ccccc1OCCC(=O)OCC(=O)NC(=O)c1ccccc1	17	0.1	11	-4.2	1.4	2.2	-2	4	-5	98	20
38	CC(C)OC(=O)c1cccnc1SCc1cc(=O)n2ccccc2n1	-2	-2.3	8	-1.1	-1.9	-0.8	1	-17	-3	.	6
39	Cc1cc(C)c(C(=O)COc2cccnc2[N+](=O)[O-])cc1C	.	2.2	4	4.4	-0.9	0.6	1	-4	7	106	-24
40	c1ccc(CN2CCOCCOCCOCCOCCOCCOCC2)cc1	449	1.2	-3	-0.6	2.0	3.2	-2	-2	10	99	5
41	O=C(c1cccc([N+](=O)[O-])c1)N1CCN(C(=O)c2ccco2)CC1	-15	5.6	12	-2.3	-1.6	3.5	0	-6	-3	99	12
42	Cc1cc(Cl)ccc1OCCCC(=O)NCCN1C(=O)S/C(=C\c2cccnc2)C1=O	77	3.1	1	-0.2	0.2	2.0	-2	7	11	103	1
43	COc1ccc(C(=O)N2CCCN(C)CC2)cc1S(=O)(=O)N(C)Cc1ccccc1	-13	1.4	14	-1.7	-0.8	-0.1	-2	-4	-20	.	7
44	COc1ccc(C2/C(=C(/O)c3ccc4c(c3)CC(C)O4)C(=O)C(=O)N2CCCN2CCOCC2)cc1 (centres undefined)	-11	1.3	12	-2.6	-2.8	1.5	-3	0	20	108	13
45	O=C(CS(=O)(=O)Cc1ccccc1)Nc1nc2c(s1)CCCC2	-3	0.8	6	-0.9	-2.8	0.8	4	-11	-32	105	5
46	N#Cc1ccc(OCC(=O)Nc2cccc(S(=O)(=O)NC3=NCCCCC3)c2)cc1	111	3.8	-1	1.1	-0.3	-0.7	0	-10	-10	98	-8
47	CC(=O)n1cc([C@@H]2C=C(C(=O)N3CCN(Cc4ccc5c(c4)OCO5)CC3)O[C@H](OCc3ccc(CO)cc3)C2)c2ccccc21	-12	0.2	1	-0.3	-1.5	-0.7	5	2	1	103	2
48	NS(=O)(=O)c1cc(C(=O)OCC(=O)NC2CCCCCCC2)ccc1Cl	.	1.9	9	-1.3	.	.	1	3	.	100	7
49	Cc1ccc(-c2nc3ccccc3n2C)o1	14	3.7	9	-0.8	3.4	2.6	-2	-9	59	103	4
50	NC(=O)c1nsnc1-c1ccccc1O	-1	.	12	-1.8	-1.2	1.8	1	-2	0	97	10

# Additional results.
no.	SMILES	SUMO Mot1 rescue	phage Ecoli inh	Arr AP2 block	OPRM1-OPRD1 ag	E coli growth	AddAB inh	Tat export inh	PKA-R1A activ	PfHsp90 set2	DSG3 Ab inh	OPRM1-OPRD1 inv
51	C=CC(C)(C)c1c(O)c(CC=C(C)C)c(O)c2c(=O)c3ccc(O)c(O)c3oc12	-2	.	1	7.1	-4.7	5.7	3	-20	105*	93	-39
52	Cc1cccc(NC(=O)c2ccccc2-c2ccccc2)c1	-8	1.8	21	-1.0	0.6	4.0	4	-6	8	102	5
53	COc1ccc(C(=O)CCC(=O)Nc2ccc(N3CCN(C)CC3)cc2)cc1OC	-4	-1.2	0	-2.8	-0.2	2.3	-1	2	.	102	12
54	COc1cccc(NC(=O)CN(C)C(=O)c2c(-c3c(F)cccc3Cl)noc2C)c1	0	-1.1	2	1.2	1.8	-0.4	-11	-8	3	108	-5
55	O=C(NCCCN1CCOCC1)C1CCN(S(=O)(=O)c2cccc(C(F)(F)F)c2)CC1	-18	-0.2	-4	0.4	-3.0	-1.4	-6	-5	-13	.	-2
56	Cc1oc(-c2ccccc2Cl)nc1CS(=O)(=O)CC(=O)NC1CCCC1	-13	1.2	24	-1.2	1.6	1.2	-3	-13	13	109	6
57	Cc1nn(Cc2cccc(C(=O)NC3CCCCC3)c2)c(C)c1Cl	5	2.9	-2	0.0	0.2	-0.7	-7	-13	-9	104	0
58	COc1ccccc1/C=N/OCc1cc(C(C)=O)ccc1OC	-1	4.0	-18	3.3	1.3	-2.7	4	1	-37	.	-15
59	CC1CCN(S(=O)(=O)c2ccc3c(c2)c(=O)c(C(=O)NCc2cccs2)cn3C)CC1	-23	1.0	-4	-2.5	1.4	1.7	-10	-9	12	83*	13
60	Cc1cc(C)c(C)c(S(=O)(=O)N[C@@H](C)C(=O)OCc2cc(=O)n3cc(Br)ccc3n2)c1C	10	2.2	0	1.0	-0.6	0.3	4	-12	24	96	-5
61	Cc1nnsc1C(=O)NNC(=O)Nc1ccccc1	-1	2.7	33	-0.6	2.3	3.3	-6	1	-18	105	3
62	O=C(C[C@H]1C[C@H](C(=O)N2CCOCC2)[C@@]2(CCC3CCCC3)c3[nH]c4ccc(Cl)cc4c3CCN2C1=O)NCCc1ccccn1	.	2.2	-11	-2.4	-1.1	-0.6	16	-8	-14	98	12
63	COc1cccc(CNC(=O)CSCc2cnn(-c3ccccc3)c2-n2cccc2)c1OC	-6	0.9	2	-1.3	-2.5	2.8	5	2	1	105	6
